Source: PubChem (National Center for Advancing Translational Sciences (NCATS))
GCN5L2 inh = qHTS Assay for Inhibitors of GCN5L2 | Histone acetyltransferase KAT2A (Homo sapiens), Q92830 | GCN5L2 HAT assay, ThioGlo1 CoA-SH fluorescence | Potency, µM (titrated, usually from 58.9 µM), inactives show top-dose activity change, negative = inhibition, most hits filed as inhibitors | 390,000 tested, 0.21% active
Target sequence (Q92830 whole entry, looked up): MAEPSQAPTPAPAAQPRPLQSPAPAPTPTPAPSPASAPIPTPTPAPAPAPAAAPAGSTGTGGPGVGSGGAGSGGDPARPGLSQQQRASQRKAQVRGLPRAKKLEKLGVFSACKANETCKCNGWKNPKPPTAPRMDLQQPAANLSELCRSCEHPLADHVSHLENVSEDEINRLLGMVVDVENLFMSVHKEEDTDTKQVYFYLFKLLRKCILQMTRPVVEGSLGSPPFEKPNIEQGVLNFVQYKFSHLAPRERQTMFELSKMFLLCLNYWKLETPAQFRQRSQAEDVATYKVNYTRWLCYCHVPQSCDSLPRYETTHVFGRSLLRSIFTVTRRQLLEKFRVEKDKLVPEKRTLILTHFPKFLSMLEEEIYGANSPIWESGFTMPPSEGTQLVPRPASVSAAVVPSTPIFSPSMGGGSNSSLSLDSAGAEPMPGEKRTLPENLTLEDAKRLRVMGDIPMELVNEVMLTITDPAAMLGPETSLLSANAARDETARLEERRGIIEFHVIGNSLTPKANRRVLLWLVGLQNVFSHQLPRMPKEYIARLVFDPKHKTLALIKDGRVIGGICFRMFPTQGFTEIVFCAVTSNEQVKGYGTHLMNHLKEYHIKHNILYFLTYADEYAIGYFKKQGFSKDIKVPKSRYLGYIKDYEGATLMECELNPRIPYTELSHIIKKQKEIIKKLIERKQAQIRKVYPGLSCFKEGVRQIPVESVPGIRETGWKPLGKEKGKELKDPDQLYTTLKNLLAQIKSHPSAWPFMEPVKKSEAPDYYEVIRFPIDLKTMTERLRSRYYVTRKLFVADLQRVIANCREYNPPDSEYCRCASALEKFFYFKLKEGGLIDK
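Fluorescence readout, Ex340nm/Em540nm: ThioGlo1 (50uM final) reacts with free CoA thiol released as 20nM GCN5L2 acetylates H3(1-25) peptide (75uM) using acetyl-CoA (70uM). Compound and enzyme sat 15 min beforehand; 20 min room-temperature reaction.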
DT40 TDP1 CPT = qHTS for Inhibitors of human tyrosyl-DNA phosphodiesterase 1 (TDP1): qHTS in cells in presence of CPT. AID 686979, 2013. 420,000 tested, 12% active. Potency, µM (top dose mostly 46.2 µM), for inactives: at the top dose activity change, negative = growth inhibition, hits mostly inhibitors. chicken DT40 Tdp1-/-;hTDP1 cells + 20 nM CPT, ATP luminescence, 48 h; further: nearly all actives have a fitted effect of over 55% in size
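Chicken DT40 Tdp1-/- cells stably complemented with human TDP1 were seeded at 400 cells/well in medium containing 20 nM camptothecin, exposed to pin-transferred compounds, and grown at 37 °C for at least 48 hr. Viability was read as ATP luminescence.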
DT40 TDP1 no CPT = qHTS for Inhibitors of human tyrosyl-DNA phosphodiesterase 1 (TDP1): qHTS in cells in absence of CPT | Potency, µM (doses to about 46.2 µM), for inactives: top-dose activity change, negative = growth inhibition, actives largely listed as inhibitors | DT40 Tdp1-/- hTDP1 cells, no CPT, ATP luminescence, 48 h | AID 686978, 2013 | 420,000 tested, 15% active; further: nearly all actives have a fitted effect of over 55% in size
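Chicken DT40 Tdp1-/- cells complemented with human TDP1, screened without camptothecin (DMSO vehicle only), 400 cells/well. Compounds pin-transferred, cells incubated at 37 °C for at least 48 hr. Growth read as ATP-dependent luminescence (CellTiter-Glo, 30 min at RT).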
Numbers without * were called inactive; ? = inconclusive; · = not tested or not shown; & = joins results of further samples; [ ] = dose if it differs, or a comment. The call rests on the fitted dose curve; in most records, active means well fitted curve in the direction sought with a large enough effect; inconclusive means small, poorly fitted or top-dose-only effect, or another doubt; inactive means no such curve, though single readings can be large; an effect the other way counts as inactive or inconclusive. On the % scale 0 is the no-effect control and ±100 the full control effect; potency means the concentration at half of the fitted maximal effect.

SMILES	GCN5L2 inh	DT40 TDP1 CPT	DT40 TDP1 no CPT
O=[N+]([O-])c1cc(/C=N/Nc2nc(N3CCCCC3)nc(N3CCCCC3)n2)ccc1O	-7%	14%	?
COc1ccc(C(=O)NCCONC(=O)c2ccc(OC)cc2)cc1	-3%	-15%	-1%
COc1ccc(C(C)(O)c2nc(-c3ccccc3C)cs2)cc1 (centres undefined)	·	6.5µM*	5.8µM*
O=[N+]([O-])c1ccc(-c2ncc(-c3ccc(Br)cc3)o2)cc1	-8%	14%	-7%
CC(c1ccccc1)n1c(S(=O)(=O)O)nc2ccccc21 (centres undefined)	-7%	12%	0%
O=C(OCC(=O)N1CCCC1)c1ccc(NS(=O)(=O)c2cccs2)cc1O	2%	4%	-1%
COC(=O)c1ccc(Cl)c(NC(=O)CN2CCN(C)CC2)c1	-5%	-1%	-40%
Cc1cc(O)ccc1Nc1cc(-c2cccc(N(C)C)c2)ncn1	·	?	-21%
COCCCN1C(=O)C(CC(=O)NCc2cccc3ccccc23)CC(C(=O)N2CCOCC2)=C1C (centres undefined)	·	12%	3%
CCOc1ccc(CNC(=O)c2ccc(NC(=O)N3CCSc4ncccc43)cc2)cc1	?	?	?
COc1cc(OC)cc(N2C(=O)N(Cc3ccc(C(C)(C)C)cc3)c3ccccc3S2(=O)=O)c1	-3%	?	21µM*
COCCCNc1nc2c(-c3ccccc3)nnn2c2ccccc12	-6%	-22%	?
O=C(Nc1cccc(F)c1)N1CCc2nc(NCc3cccc(Oc4ccccc4)c3)ncc2C1	·	?	15µM*
CC(NC(=O)N1CCOCC1)c1ccccc1 (centres undefined)	-2%	26%	13%
O=C(Cc1ccccc1)Nc1ccc(Br)c(Cl)c1	-8%	-13%	-22%
COc1ccccc1N(CC(=O)N1CCC(C(N)=O)CC1)S(=O)(=O)c1ccccc1	-2%	-2%	-4%
Cc1nc(NC(=O)C2CC2)sc1C(=O)NC1CCCCC1	-5%	-6%	?
CCCc1[nH]nc2c1C(c1cn[nH]c1-c1ccc(F)cc1)C(C#N)=C(N)O2 (centres undefined)	-10%	9.2µM*	10µM*
CC(=O)NC(=S)Nc1ccc(NC(=S)NC(=O)c2cccs2)cc1	-19%	-6%	4%
CC(C)C[C@H](CO)Nc1nc(Nc2cccc(Cl)c2)c2ncn(C(C)C)c2n1	-7%	?	?

Part of the list above, in CSV form.
SMILES,GCN5L2 inh,DT40 TDP1 CPT,DT40 TDP1 no CPT
COc1ccc(C(C)(O)c2nc(-c3ccccc3C)cs2)cc1 (centres undefined),·,6.5µM*,5.8µM*
O=[N+]([O-])c1ccc(-c2ncc(-c3ccc(Br)cc3)o2)cc1,-8%,14%,-7%
CC(c1ccccc1)n1c(S(=O)(=O)O)nc2ccccc21 (centres undefined),-7%,12%,0%
O=C(OCC(=O)N1CCCC1)c1ccc(NS(=O)(=O)c2cccs2)cc1O,2%,4%,-1%
COC(=O)c1ccc(Cl)c(NC(=O)CN2CCN(C)CC2)c1,-5%,-1%,-40%

(next part)
SMILES	GCN5L2 inh	DT40 TDP1 CPT	DT40 TDP1 no CPT
COc1ccc(-c2nn(Cc3ccccc3)cc2C(=O)N2CCN(c3ncccn3)CC2)cc1OC	-2%	-4%	-4%
Cc1ccc(S(=O)(=O)N2CCCc3cc(NC(=O)c4ccc(C(C)(C)C)cc4)ccc32)cc1	-9%	4.1µM*	3.7µM*
OC1(c2ccccc2)CN(c2ccccc2)C2=[N+]1CCS2 (centres undefined)	-6%	?	-28%
O=C(O)CCCC(=O)N1CCc2cc(S(=O)(=O)NCc3ccccc3)ccc21	-3%&-3%	1%&-8%	1%&-1%
CCOC(=O)c1ccc(N2C(=O)CC(C(=O)OC)=C2C)cc1	0%	-25%	?
CC(C)c1cccc(C(C)C)c1NC(=S)Nc1cccc(Cl)c1	-3%	?	21µM*
O=C(Nc1cccc2ccccc12)C1CCN(C(=O)Cc2ccccc2)CC1	1%	-9%	-25%
CCn1c(CCNC(=O)c2cccs2)nnc1SCC(=O)Nc1ccc(Cl)cc1	0%	-8%	-15%
O=C(NCCc1nnc2ccc(NCC3CCCO3)nn12)c1ccccc1 (centres undefined)	-8%	14%	6%
O=C(/C=C/C(=O)N1CCc2ccccc2C1)N1CCc2ccccc2C1	-5%	?	?
CCOc1ccc(NC(=O)CN(C)C(=O)C2COc3ccccc3O2)cc1OCC (centres undefined)	-9%	4%	-26%
O=C1CC(C(=O)Nc2cccc(Cl)c2)n2ncnc2N1 (centres undefined)	-8%	5%	11%
O=c1c(-c2ccccc2)nc2cnc(Oc3ccccc3)nc2n1Cc1cccs1	-15%	-8%	?
Cc1ccc(OCCC(=O)OCC(=O)N2c3ccccc3CC2C)cc1 (centres undefined)	·	-7%	-6%
O=C1OCCN1C(=O)[C@H]1[C@H](c2ccccc2)C(c2cccc(Cl)c2)=NN1c1ccccc1	?	-13%	1%
CCN(CC)C(=O)CSc1nc2c(sc(=S)n2-c2ccccc2OC)c(=O)n1-c1ccccc1	0%	1%	?
C#CCOCCOCCOCCNc1nc(N2CCN(C(=O)[C@H](C(C)C)n3cc(CCO)nn3)CC2)nc(N2CCN(C(=O)[C@H](C)n3cc(CCCN=C(N)N)nn3)CC2)n1	·	-4%	3%
CC(=O)c1cccc(CN2CCC(n3nccc3NC(=O)CCc3ccccc3)CC2)c1	-30%	-19%	-16%
COc1cc(N)c(Cl)cc1C(=O)OCC(=O)NC(=O)NCc1ccco1	-5%	2%	5%
Cc1ccc(NC(=O)CSc2nnc3ccccn23)cc1	-1%	-11%	6%

Whole records, looked up by structure. Screens in order: GCN5L2 inh | DT40 TDP1 CPT | DT40 TDP1 no CPT
OC1(c2ccccc2)CN(c2ccccc2)C2=[N+]1CCS2 (centres undefined) is listed as -6% | ? | -28%
O=C(O)CCCC(=O)N1CCc2cc(S(=O)(=O)NCc3ccccc3)ccc21 is listed as -3%&-3% | 1%&-8% | 1%&-1%
COc1ccc(-c2nn(Cc3ccccc3)cc2C(=O)N2CCN(c3ncccn3)CC2)cc1OC is listed as -2% | -4% | -4%
Cc1ccc(OCCC(=O)OCC(=O)N2c3ccccc3CC2C)cc1 (centres undefined) is listed as · | -7% | -6%

Carrying on.
SMILES	GCN5L2 inh	DT40 TDP1 CPT	DT40 TDP1 no CPT
CCOc1ccc(C(=O)NC(=S)Nc2ccccn2)cc1[N+](=O)[O-]	0%	?	?
COCC(C)N=Cc1c(O)[nH]c2ccccc12 (centres undefined)	-28%	-2%	-11%
O=C(c1ccc(Cl)c(S(=O)(=O)N2CCOCC2)c1)N1CCCCC1	0%	-4%	-6%
Cc1cc(C([O-])=C(C(=S)Nc2ccccc2)[n+]2ccccc2)c(C)n1-c1ccccc1	·	?	?
COCC(=O)n1nc(-c2ccc(C)cc2)nc1NCc1ccc(F)cc1	0%	?	?
Cc1cccc(N=C2NC(=O)/C(=C/c3cccnc3)S2)c1	-12%	?	?
CC(=O)N1N=C(c2cccs2)CC1c1cc2cc(C)ccc2nc1Cl (centres undefined)	20%	-2%	7%
O=C(O)CCC(=O)N1CC=C(c2ccccc2)CC1	-5%	-28%	-3%
Cc1nc(Nc2nc(CSc3nc4ccccc4[nH]3)cc(=O)[nH]2)nc2ccccc12	-1%	4.1µM*	6.5µM*
Cc1nc(Nc2ccc(C(=O)O)cc2)nc(Nc2ccc(C(=O)O)cc2)c1[N+](=O)[O-]	-1%	-7%	6%
COc1ccccc1OCCNC(=O)CSC(=S)N1CCCC1	1%	0%	0%
CCOc1ccc(CCNC(=O)COC(=O)c2cccc(OC)c2O)cc1OCC	-1%	4%	23%
CC(C)(C)c1ccc(C(=O)N2CCC(c3nc4ccccc4o3)CC2)cc1	-5%	21µM*	15µM*
COc1cccc(/C=C/C(=O)OCC(=O)NCc2ccc3c(c2)OCO3)c1	-8%	9%	?
O=C1OCCN1CCN(CN1C(=O)CCC1=O)CN1C(=O)CCC1=O	-10%	?	?
CCOc1ccccc1N1CCN(C(=O)Nc2ccc(F)c(Cl)c2)CC1	-14%	?	23µM*
COc1ccc(NS(=O)(=O)c2cccc(C(=O)NNC(=O)COc3ccccc3)c2)cc1	0%	-1%	?
Cc1cccc(C)c1CC(=O)N1CCOCC1	?	22%	5%
CC(C)c1ccc(NC(=O)c2cc(S(=O)(=O)NCCC3=CCCCC3)ccc2F)cc1	-4%	18µM*	18µM*
Cc1oc(-c2ccccc2F)nc1CN1CCC(C(=O)NC2CCCc3ccccc32)CC1 (centres undefined)	-9%	15µM*	?
CC(=O)Nc1cccc(NC(=O)c2cc3c(=O)n4cccc(C)c4nc3n2C)c1	-7%	-29%	?
CC(C)(C)C(=O)OCCNc1nc(-c2ccccc2)nc2ccccc12	-8%	?	21µM*
CCOc1ccccc1N(CC(=O)Nc1cccnc1)S(=O)(=O)c1ccc(C)cc1	-2%	18µM*	?
CC(C)NS(=O)(=O)c1ccc(OCC(=O)N2CCCC2)c(Cl)c1	3%	5%	-14%
CC(Sc1nnc(CNC(=O)c2ccco2)n1C)C(=O)Nc1nccs1 (centres undefined)	-3%	12%	7%
O=C(Nc1ccc(F)cc1)C(c1ccccc1)N1CCN(CC(=O)N2CCOCC2)CC1 (centres undefined)	-10%	-20%	27%
Cc1cc(C(F)F)nn1CC(=O)N1CCSCC1	2%	-4%	-16%
CN(Cc1ccccc1)C(=O)CCS(=O)(=O)c1ccc2c(c1)NC(=O)CS2	0%	-25%	-21%
COc1cc(NS(=O)(=O)c2ccc(NC(=S)NC(=O)c3ccc(F)cc3)cc2)nc(OC)n1	-4%	3%	3%
COc1cccc(CNS(=O)(=O)c2ccc(S(=O)(=O)N3CCCC3)cc2)c1	-6%	-3%	-23%
CC(Oc1ccc(Br)cc1)C(=O)Nc1cc(S(=O)(=O)N2CCOCC2)ccc1N1CCCC1 (centres undefined)	-15%	?	?
COc1ccc(OC)c(NC(=O)C2CCN(C(=O)c3cccs3)CC2)c1	0%	-3%	-17%
O=C(NCc1cccc(F)c1)Nc1nnc([C@H]2C[C@H](O)[C@@H](CO)O2)s1	·	8%	0%
COc1ccc(CNC(=S)NCc2ccc(F)cc2)cc1	-3%	-9%	-11%
COc1cc(NC(=O)[C@H]2CCCN2S(=O)(=O)c2cccc3cccnc23)cc(OC)c1OC	0%	15µM*	?
COc1cccc(Cn2cc(S(=O)(=O)c3ccc(C)cc3)c(=O)c3cc4c(cc32)OCO4)c1	-12%	-19%	-25%
CCOc1ccc(NC(=O)CSc2nnc(C)n2CCCOC)cc1	-4%	-12%	-7%
COc1cc(CN2C[C@@H](CO)O[C@@H](n3cnc4c(NCCN(C)C)ncnc43)C2)cc(OC)c1OC	·	-6%	-4%
O=[N+]([O-])c1ccc(S(=O)(=O)Nc2ccc(-c3ccc(N4CCOCC4)nn3)cc2)cc1	-1%	-21%	-18%
CC(C)C(=O)Nc1nnc(S(=O)(=O)N2CCCc3ccccc32)s1	-4%	-21%	-13%
Cc1nc(-c2nc(CC(=O)NNC(=O)c3ccc(Cl)cc3)cs2)cs1	0%	4%	2%
CCC(CC)C(=O)Nc1cccc(-c2nc3cccnc3s2)c1C	-7%	?	?
S=C(NCCc1ccccc1)Nc1cnc2ccccc2c1	-10%	-1%	?
O=C(CC1SCCNC1=O)Nc1cccc(C(F)(F)F)c1 (centres undefined)	-6%	4%	-4%
CCC(C)(C)n1nnnc1C(c1cc2cc3c(cc2[nH]c1=O)OCO3)N1CCCCC1 (centres undefined)	43%[activator]	-9%	-26%
COc1ccccc1NC(=O)c1ccc(-c2ccc(Br)cc2)o1	-18%	7.3µM*	5.8µM*
COc1cc(NC(=O)c2cc3c(=O)n(C)c4ccccc4c3n2C)cc(OC)c1OC	2%	8%	-11%
CN(CC(=O)N1CC(=O)N(CCc2ccccc2)C(=O)C1)S(=O)(=O)c1cccc2nsnc12	2%	-3%	5%
COCCN(CC(=O)Nc1ccccc1C(F)(F)F)C(=O)c1ccc(-n2cccn2)cc1	-2%	-17%	0%
COc1cccc(CN2CCC2(C)C(=O)Nc2cnc3ccccc3c2)c1F (centres undefined)	·	?	18µM*
CCC(C)(C(=O)NC1CCCC1)N(C(=O)CNC(C)=O)c1ccc(C)cc1 (centres undefined)	-4%	-1%	-23%
c1cc(-c2nsc(-c3ccncc3)n2)ccn1	-9%	-20%	?
O=C(CC(O)(c1ccccc1)c1ccccc1)Nc1ccccn1	·	15µM*	?

This is a subset (hit frequency here may not be typical).
